# LANA DNA inh: blocks KSHV LANA C-terminal domain binding to DNA. inhibition, % at 9 µM. MBP-C-LANA/FAM-LBS DNA binding, fluorescence polarization. actives 0.078% (n = 340,000);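 active = highest replicate inhibition at or above 60% at 9 µM, even if other replicates fall short; inactive = all replicates below 60% inhibition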;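 also: 0% = neutral control wells and 100% = 4 µM acridine orange control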
# Keap1 Nrf2 FP: inhibitors of human Keap1-Nrf2 protein-protein interaction. Keap1 Kelch-Nrf2 peptide fluorescence polarization, 1536-well. inhibition, % at 9.4 µM. actives 0.15% (n = 340,000); in the data active = inhibition above about 12%;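 also: human Keap1 Kelch domain with fluorescein labeled Nrf2 9mer peptide probe; 0% = neutral control wells and 100% = peptide positive control; higher means more block of Keap1 binding to Nrf2 peptide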
# SR-BI DiI-HDL act: SR-BI HDL lipid transfer activation; CHO ldlA[mSR-BI] cells, DiI-HDL uptake fluorescence, 3 h; 100 = double the neutral-control signal; activation, % at 12.5 µM; actives 0.096% (n = 320,000);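 active = mean replicate activation of at least 60% and every replicate at or above 60%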;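 also: 0% = median plate neutral-control signal and 100% = twice that signal; values of inactives mirror those of a sister screen read the other way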
#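 Test system: SR-BI-overexpressing, LDLR-lacking CHO cells. Measured by: DiI fluorescence, bottom read. Medium: Ham's F12 with 0.5% BSA, HEPES 25 mM, pH 7.4. Timing: 3 h uptake period with compound, 37 °C.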
# SR-BI DiI inh: blocks mouse SR-BI lipid uptake from DiI-HDL; Q61009; ldlA[mSR-BI] CHO cells, DiI-HDL uptake fluorescence, 3 h; inhibition, % at 12.5 µM; actives 0.96% (n = 320,000); AID 488896;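 active = mean replicate inhibition of at least 70% and a set share of replicates each scoring 70 or more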;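 also: 0% = median of neutral control wells and 100% = median of positive control wells; values of inactives mirror those of a sister screen read the other way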
# NSD2 HMT inh: NSD2 (human) methyltransferase inhibition; O96028; NSD2 peptide methylation, AlphaScreen, 120 min; inhibition, % at 12.5 µM; actives 0.54% (n = 310,000); AID 743445; in the data active = inhibition above about 50%
# PKA-R2B activ: activators of human PKA-R2B complex; PKA-R2B holoenzyme dissociation, Cy5-IP20 fluorescence polarization; R2B truncated from residue 108, S112A mutant; 0% DMSO only, 100% 113 µM cGMP; activation, % at 11.4 µM; actives 0.079% (n = 340,000);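 active = activation above a cutoff set at the mean over all compounds plus 3 SD, cut at about 18% in these data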;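 also: higher means more holoenzyme dissociation and a rise in polarization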
# Target sequence (P31323 whole entry, looked up, other chains not shown, the tested form may be a part): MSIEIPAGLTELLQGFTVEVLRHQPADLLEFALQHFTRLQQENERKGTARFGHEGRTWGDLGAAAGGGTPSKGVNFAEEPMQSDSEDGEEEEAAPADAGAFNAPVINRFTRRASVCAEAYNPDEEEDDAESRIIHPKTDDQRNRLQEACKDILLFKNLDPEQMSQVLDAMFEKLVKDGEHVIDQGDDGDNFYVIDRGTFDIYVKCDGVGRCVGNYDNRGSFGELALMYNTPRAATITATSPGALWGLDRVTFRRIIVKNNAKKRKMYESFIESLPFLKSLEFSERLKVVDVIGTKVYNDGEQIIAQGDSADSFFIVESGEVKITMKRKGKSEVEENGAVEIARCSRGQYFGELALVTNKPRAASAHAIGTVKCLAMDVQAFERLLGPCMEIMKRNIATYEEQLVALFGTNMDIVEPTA
# Arr AP2 block: blocks beta-arrestin peptide binding to AP2 adaptin | FITC-arrestin peptide / GST-AP2 beads, flow cytometry; AP2 beta2 appendage carries R879A mutation | inhibition, % at 10 µM | actives 0.31% (n = 340,000);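 active = inhibition above a set limit, near 3 SD of compounds lacking own fluorescence, cut at about 54% in these data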;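 also: plate controls were DMSO wells for no effect and 5 µM unlabelled arrestin peptide for full effect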
#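 Material – AP2 appendage R879A on GSH beads · Buffer or medium – PBS with 0.05% Tween 20 and 0.1% BSA · Probe or stimulus – fluorescein-tagged arrestin peptide at 50 nM final · Incubation – compound with beads 12 min RT, then probe 1 h RT · Detection – high-throughput flow cytometry of beads, ex 488, em 535 nm · Evaluation – percent response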
# Cardiac RTF inh: cardiac RTF calcium desensitization; AID 493244; inhibition, % at 7.15 µM; P19429+P45379; actives 0.12% (n = 340,000); IANBD-labeled cardiac RTF, Ca2+ fluorescence;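 active = inhibition above the mean inhibition of all tested compounds plus 3 SD, cut at about 17% in these data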;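 also: assay run at fixed EC70 calcium of 1.6 mM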
# PvdQ inh: P. aeruginosa PvdQ acylase inhibition; inhibition, % at 10 µM; purified PvdQ acylase, fluorescence plate reader; actives 0.063% (n = 340,000); in the data active = inhibition above about 30%, passing the limit was not always enough;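 also: 0% = vehicle neutral wells and 100% = reference inhibitor wells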
# DAGLB inh: diacylglycerol lipase beta (human) inhibition; HEK293T DAGLB membrane lysate, EnzChek fluorogenic substrate; inhibition, % at 5.17 µM; actives 0.059% (n = 340,000); in the data active = inhibition above about 34%;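 also: 0% = enzyme with vehicle and 100% = wells lacking enzyme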
# Target sequence (Q8NCG7 whole entry, looked up): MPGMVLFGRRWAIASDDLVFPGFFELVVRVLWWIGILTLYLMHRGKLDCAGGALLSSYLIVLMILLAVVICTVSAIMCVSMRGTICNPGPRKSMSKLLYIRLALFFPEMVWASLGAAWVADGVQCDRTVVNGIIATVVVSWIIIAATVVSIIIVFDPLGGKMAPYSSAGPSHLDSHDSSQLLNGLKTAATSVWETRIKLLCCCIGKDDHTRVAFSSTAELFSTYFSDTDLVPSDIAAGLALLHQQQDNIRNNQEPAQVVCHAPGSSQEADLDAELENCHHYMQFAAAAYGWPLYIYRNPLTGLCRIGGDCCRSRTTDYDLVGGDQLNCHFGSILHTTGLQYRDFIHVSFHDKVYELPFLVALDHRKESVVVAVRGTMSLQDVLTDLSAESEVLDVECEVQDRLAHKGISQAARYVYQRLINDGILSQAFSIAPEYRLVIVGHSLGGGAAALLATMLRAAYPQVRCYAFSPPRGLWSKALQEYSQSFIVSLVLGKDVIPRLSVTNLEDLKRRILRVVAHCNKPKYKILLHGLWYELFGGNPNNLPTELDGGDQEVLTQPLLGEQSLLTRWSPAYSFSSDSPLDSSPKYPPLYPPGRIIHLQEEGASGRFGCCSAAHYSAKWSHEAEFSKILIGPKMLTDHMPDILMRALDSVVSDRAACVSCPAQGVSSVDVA
# * hit, by the source's call; . = no result given.
SMILES,LANA DNA inh,Keap1 Nrf2 FP,SR-BI DiI-HDL act,SR-BI DiI inh,NSD2 HMT inh,PKA-R2B activ,Arr AP2 block,Cardiac RTF inh,PvdQ inh,DAGLB inh
COc1cccc(-c2ncc3ccccc3c2COC(=O)c2ccc(Br)cc2)c1,1.3,-7,-4,4,.,13,-7,-6,-2,-4
O=C(N/N=C/c1cn(-c2ccccc2)nc1-c1ccc2c(c1)OCCO2)c1ccncc1,-0.4,-4,7,-7,-2,-5,4,-4,-18,-1
COc1ccc(Nc2nc(N)c(C(=O)c3ccc(F)cc3)s2)cc1,-0.6,-2,-9,9,1,-4,-1,-8,-10,1
O=C(O)c1c(F)c(F)cc2ccccc12,-0.1,-1,15,-15,-8,-7,32,-1,-4,2
O=C(c1ccco1)N(CCC(c1ccccc1)c1ccco1)Cc1ccco1 (stereo not drawn),-0.6,-8,-2,5,3,-3,21,3,-6,5
COc1ccc(CN(CCN)C2CC(C)N(C)CC2C)cc1 (stereo not drawn),0.0,-7,20,-20,-3,-6,2,-8,-11,-2
Cc1cc(NC(=O)COC(=O)C2CC(=O)N(c3ccc(C)c(Cl)c3)C2)no1 (stereo not drawn),1.0,-3,-1,1,0,-2,0,6,-13,-1
COC(=O)c1ccc(NC(=O)CNC(=O)c2sc3ccccc3c2Cl)cc1,0.4,2,14,-14,0,14,-1,-11,4,-1
O=C1CSc2ccc(C(=O)N3CCN(c4ccccn4)CC3)cc2N1,0.1,2,25,-25,-1,-14,2,-4,3,1
CC(OC(=O)/C=C/c1ccccc1)C(=O)Nc1cccc(C#N)c1 (stereo not drawn),-0.9,-5,26,-26,1,-9,2,3,-10,-4
O=C(Nc1ccccc1N1CCOCC1)c1cccs1,-3.4,4,-6,6,-8,1,-10,-3,-15,-3
CC(C)(C)C(=O)N1CCN(c2ncccc2C(F)(F)F)CC1,0.3,-2,7,-7,-1,11,32,-5,13,-4
Cc1cccc(NC(=O)[C@H](Cc2ccccc2)NC(=O)OCc2ccccc2)c1,0.4,-3,-27,27,-1,3,-16,2,-5,-4
Cc1cc(C)c(C(=O)COC(=O)CCn2c(C)csc2=O)cc1C,0.9,-1,-4,4,1,-17,-8,-7,-12,-3
CCOc1cc(/C=C2\CCCC(C(=O)C(F)(F)F)=C2O)ccc1O,1.6,-4,-1,1,13,2,6,-36,11,-4
CCOC(=O)c1c(C)[nH]c(C)c1S(=O)(=O)NC(CC)CN1CCOCC1 (stereo not drawn),-0.4,0,21,-21,3,8,-15,-2,-16,0
Cc1cc(C)nc(SC2CC(=O)N(c3ccc(Br)cc3)C2=O)n1 (stereo not drawn),1.9,-4,0,0,-3,-14,48,-7,-12,2
O=C(N/N=C/c1ccco1)c1cc(-c2ccc3ccccc3c2)n[nH]1,-1.1,-3,-16,16,1,5,56*,-9,8,4
CCC(=O)N/C(N)=N/c1nc2ccccc2o1,-2.3,2,-1,1,-2,4,-18,-10,-4,-1
Cc1ccc(-n2c(-c3ccncc3)n[nH]c2=S)c(C)c1,-2.7,3,-15,15,-1,-1,0,-1,2,0
CC(C)c1nc(SCC(=O)N2CCOCC2)c2c(=O)n(C)c(=O)n(C)c2n1,0.7,-1,19,-19,.,-2,3,-4,4,2
O=C(O)CCC(=O)N1CCC(C(=O)c2cccc(Cl)c2)CC1,1.7,-1,-4,4,-1,-2,0,-4,-8,1
COc1ccc(-c2[nH]c(-c3ccc(SC)cc3)nc2SCC(=O)Nc2nccs2)cc1,1.9,3,-87,87*,0,-3,-3,-15,-1,4
Cc1cc(-c2cc(C(=O)Nc3ccccc3)on2)nc(NCC2CC2)n1,0.3,-2,-26,26,.,-16,7,2,1,-7
CCCCN1CCNC[C@@H]1Cc1ccc(O)cc1,1.1,-5,25,-25,.,6,10,-4,10,-2
O=[N+]([O-])c1ccc(S(=O)(=O)NN=C2CCCCC2)cc1,0.2,-2,11,-11,-4,3,33,3,-6,-2
Cc1c(C(=O)N2CCCCC2)sc(NC(=O)C2CC2)c1C#N,0.6,-3,241*,-241,-1,2,6,-5,-11,-1
O=C(CCn1cnc2ncccc2c1=O)N1CCN(c2cccc(Cl)c2)CC1,-1.1,-3,-7,7,-1,-13,-3,-5,-8,1
CSc1ccc(CNc2ccc(C)c(C)c2)cc1,-1.8,-2,-11,11,6,-6,-11,-6,-4,-7
CCN1CCCC1CNC(=O)c1ccc2c(c1)N(Cc1cccc(Cl)c1)C(=O)c1ccccc1S2(=O)=O (stereo not drawn),0.0,-2,21,-21,58*,-11,-7,2,-13,2

# Continued, starting with the last three of the part before.
SMILES,LANA DNA inh,Keap1 Nrf2 FP,SR-BI DiI-HDL act,SR-BI DiI inh,NSD2 HMT inh,PKA-R2B activ,Arr AP2 block,Cardiac RTF inh,PvdQ inh,DAGLB inh
O=C(CCn1cnc2ncccc2c1=O)N1CCN(c2cccc(Cl)c2)CC1,-1.1,-3,-7,7,-1,-13,-3,-5,-8,1
CSc1ccc(CNc2ccc(C)c(C)c2)cc1,-1.8,-2,-11,11,6,-6,-11,-6,-4,-7
CCN1CCCC1CNC(=O)c1ccc2c(c1)N(Cc1cccc(Cl)c1)C(=O)c1ccccc1S2(=O)=O (stereo not drawn),0.0,-2,21,-21,58*,-11,-7,2,-13,2
O=C(Nc1ccccc1N1CCOCC1)C1Cc2ccccc2CN1C(=O)c1ccco1 (stereo not drawn),-0.3,-3,24,-24,0,-11,16,0,-6,0
O=C(Nc1ccc(Br)c(Cl)c1)c1ccco1,0.5,-1,-19,19,40,-12,-1,1,-11,-2
COc1ccccc1-n1nc(C(=O)O)c2ccccc2c1=O,-1.7,-4,17,-17,0,5,16,-21,1,-1
O=C(COC(=O)/C=C/c1ccco1)Nc1ncc(C(F)(F)F)cc1Cl,9.3,-6,6,-6,15,-1,-3,-16,-10,-1
O=C1OC(CCl)CN1Cc1c(Cl)cccc1Cl (stereo not drawn),0.3,2,.,.,-1,8,16,2,5,1
COc1cc2c(cc1OC)/C(=C/C(=O)c1ccc(OC)c([N+](=O)[O-])c1)NCC2,1.1,5,-85,85*,4,-2,-2,-9,-15,-1
CC(=O)NC1=NN(C(C)=O)C(c2cccc([N+](=O)[O-])c2)S1 (stereo not drawn),-0.5,2,3,-3,2,-4,2,-6,0,1
CCCNC(=O)Cc1ccsc1,-0.3,4,1,-1,-1,3,-3,-3,-4,-3
O=C(O)Cc1c(C(=O)O)[nH]c2ccc(C(=O)O)cc12,0.5,-5,15,-15,6,-2,-17,-11,-19,-2
Cc1ccc(C(c2c(C)nn(-c3ccccc3)c2N)c2c(C)nn(-c3ccccc3)c2N)cc1,3.4,1,-28,28,3,6,-5,-17,-15,-1
O=C(OCCOc1ccccc1F)c1cccc(S(=O)(=O)N2CCOCC2)c1,-0.4,-9,-31,31,33,3,-8,-5,-12,-7
O=C(CCN1C(=O)S/C(=C\c2cccs2)C1=O)Nc1nccs1,-0.2,-4,.,.,.,5,13,0,-8,-5
Cc1cc(=O)oc2cc(OCC(=O)NC3CCCCC3)c(Cl)cc12,-2.2,-6,-20,20,-1,-8,6,-8,-3,3
Cc1ccc(NC(=O)NC2CCCCC2)cc1Cl,0.0,1,-17,17,-9,7,5,4,-9,-7
O=c1cc(N2CCCCC2)c(-c2ccccc2)nn1Cc1ccc(F)cc1,0.1,-4,3,-3,3,-14,7,-2,-14,-5

# Shown with bars between the fields: entries from further up.
compound | LANA DNA inh | Keap1 Nrf2 FP | SR-BI DiI-HDL act | SR-BI DiI inh | NSD2 HMT inh | PKA-R2B activ | Arr AP2 block | Cardiac RTF inh | PvdQ inh | DAGLB inh
COc1ccccc1-n1nc(C(=O)O)c2ccccc2c1=O | -1.7 | -4 | 17 | -17 | 0 | 5 | 16 | -21 | 1 | -1
Cc1cc(=O)oc2cc(OCC(=O)NC3CCCCC3)c(Cl)cc12 | -2.2 | -6 | -20 | 20 | -1 | -8 | 6 | -8 | -3 | 3
COc1ccc(-c2[nH]c(-c3ccc(SC)cc3)nc2SCC(=O)Nc2nccs2)cc1 | 1.9 | 3 | -87 | 87* | 0 | -3 | -3 | -15 | -1 | 4

# Further entries follow:
SMILES,LANA DNA inh,Keap1 Nrf2 FP,SR-BI DiI-HDL act,SR-BI DiI inh,NSD2 HMT inh,PKA-R2B activ,Arr AP2 block,Cardiac RTF inh,PvdQ inh,DAGLB inh
COc1ccc2cc3c(N)nn(C(=O)c4ccccc4[N+](=O)[O-])c3nc2c1,-1.0,-3,-32,32,.,-4,2,-5,-10,3
O=C(N1CCOCC1)N1CCN(Cc2ccccc2)CC1,-1.5,-1,8,-8,-5,3,2,-10,-14,-1
O=C(O)CCc1nc2cc(C(F)(F)F)ccc2n(Cc2ccccc2)c1=O,0.2,-1,28,-28,-3,1,-8,1,-15,0
CCc1cc(=O)[nH]c(SCC(=O)NCC2CCCO2)n1 (stereo not drawn),-0.6,-3,25,-25,0,-8,-8,-1,-15,2
CC1(C)CC(=O)C(C(N)=NC(=O)c2ccccc2)=C(O)C1,0.8,0,6,-6,0,1,7,-6,-15,-1
CCOc1ccc(NS(=O)(=O)c2cc(NC(=O)c3ccc(C)cc3)ccc2Cl)cc1,1.9,4,-30,30,1,-1,7,16,-8,-2
CC(C(=O)N1CCOCC1)N1C(=O)C2C3C=CC(C4CC34)C2C1=O (stereo not drawn),1.2,-4,17,-17,-6,-4,8,-3,-6,-4
COc1ccccc1CNC(=O)CN1C(=O)COc2ccc(S(=O)(=O)NC3CCCC3)cc21,0.6,-1,-2,2,-1,3,42,-4,6,-2
COc1ccc(CCNc2ccc(C(CC(N)=O)NC(=O)c3cc(C)cc(C)c3)cc2[N+](=O)[O-])cc1 (stereo not drawn),-0.3,-3,0,0,.,2,0,-6,-15,6
Cn1c(N)c(C(=O)COC(=O)[C@@H]2CCCN2S(=O)(=O)c2ccc(Cl)cc2)c(=O)n(C)c1=O,0.3,-4,8,-8,1,11,-18,-9,-2,-3
COc1ccc(C2/C(=C(/O)c3ccc4c(c3)CC(C)O4)C(=O)C(=O)N2Cc2ccncc2)cc1 (stereo not drawn),0.6,6,22,-22,39,0,-10,-4,-10,-2
C#CCOCCOCCOCCNc1nc(N2CCN(C(=O)[C@H](C)n3cc(CCC(=O)O)nn3)CC2)nc(N2CCN(C(=O)[C@H](Cc3ccc(O)cc3)n3cc(CCO)nn3)CC2)n1,1.3,-2,5,-5,.,2,27,-4,-3,-3
CC1(C)CC(=O)c2c(S(C)(=O)=O)sc(Br)c2C1,0.8,1,2,-2,7,0,-19,-2,-17,0
COC(=O)c1ccc(C(C(=O)NCc2ccccc2)N(Cc2cccs2)C(=O)c2cnccn2)cc1 (stereo not drawn),1.0,-3,14,-14,0,2,9,-11,-16,2
Cc1ccc(F)c(Oc2cc(NN3CCCCC3)c([N+](=O)[O-])cc2[N+](=O)[O-])c1,2.2,-4,-20,20,.,0,1,2,3,0
COc1cc(CN2CCNC(=O)C2CC(=O)NCCCN2CCOCC2)cc(OC)c1 (stereo not drawn),2.5,-3,7,-7,-1,4,8,-4,-15,3
CC1=CCC2C(=O)N(c3cccc(C(=O)N(C)C4CCCCC4)c3)C(=O)C2C1 (stereo not drawn),-4.9,2,12,-12,89*,-2,17,-9,-8,3

# Screens deposited in PubChem by several laboratories.
